Compound activity as filed in PubChem.
PTHR1 agonist – agonists of human PTHR1 parathyroid hormone receptor | 410,000 compounds, 0.075% hits | HEK293 GP2 PTHR1 cells, GloSensor cAMP luminescence, 1 h | Potency, µM (titrated, usually from 115 µM), for the others: top-dose activation, hits mostly activators; further: potency means the concentration at half of the fitted maximal effect; nearly all actives have a fitted effect of over 55% in size; some results filed as inactive show a strong effect at the top dose; inactives centre near -15; many of its hits are not listed in these tables
Target sequence (Q03431 whole entry, looked up): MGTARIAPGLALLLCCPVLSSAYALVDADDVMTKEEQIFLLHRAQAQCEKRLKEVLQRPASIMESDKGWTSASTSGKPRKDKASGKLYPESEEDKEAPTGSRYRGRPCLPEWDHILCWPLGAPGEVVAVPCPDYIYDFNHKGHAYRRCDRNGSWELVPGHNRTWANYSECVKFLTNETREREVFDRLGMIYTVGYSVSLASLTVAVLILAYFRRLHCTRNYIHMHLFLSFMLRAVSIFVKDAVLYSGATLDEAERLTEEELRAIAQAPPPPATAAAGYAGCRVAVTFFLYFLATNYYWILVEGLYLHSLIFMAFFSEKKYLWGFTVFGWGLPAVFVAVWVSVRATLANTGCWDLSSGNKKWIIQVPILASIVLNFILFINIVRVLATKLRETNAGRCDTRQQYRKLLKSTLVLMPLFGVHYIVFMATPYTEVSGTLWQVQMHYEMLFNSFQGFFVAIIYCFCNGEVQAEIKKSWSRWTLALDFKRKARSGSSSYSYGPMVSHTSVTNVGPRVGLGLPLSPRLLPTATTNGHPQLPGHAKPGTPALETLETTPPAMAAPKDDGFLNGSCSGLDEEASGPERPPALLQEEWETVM
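HEK-293-derived GP2 cells expressing PTHR1 and a GloSensor cAMP reporter, 3,000/well, plated overnight, given luciferin plus IBMX (each 0.5 mM as added) for 1 h at 37 °C, then compound for 1 h at 37 °C. Luminescence was read after 15 min at room temperature.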
HEK293 tox – cytotoxicity in counter-screen for GLP-1R inverse agonists | Potency, µM (highest dose often 38.3 µM), for the others: at the top dose activity change, negative = inhibition, most hits filed as inhibitors | 410,000 compounds, 0.13% hits | HEK293 cAMP-luciferase reporter cells, luminescence, 24 h;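 further: loss of luciferase light is scored as toxicity; potency means the concentration at half of the fitted maximal effect; on the % scale 0 is the no-effect control and ±100 the full control effect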
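MLSMR compounds, 24 hr on cells at 37 deg C/5% CO2; luminescence after luciferase reagent (12 min RT). Inhibition counted as the undesired cytotoxic outcome.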
GLP1R inv ag – acts as inverse agonist at human GLP-1 receptor; 410,000 compounds, 1.6% hits; HEK293 GLP-1R CRE-luciferase, luminescence, 24 h; GLP-1R form is constitutively active; P43220; Potency, µM (top dose mostly 38.3 µM), inactives show top-dose activity change, negative = inhibition, actives largely listed as inhibitors; further: potency means the concentration at half of the fitted maximal effect; on the % scale 0 is the no-effect control and ±100 the full control effect; nearly all actives have a fitted effect of over 55% in size
Target sequence (P43220 whole entry, looked up): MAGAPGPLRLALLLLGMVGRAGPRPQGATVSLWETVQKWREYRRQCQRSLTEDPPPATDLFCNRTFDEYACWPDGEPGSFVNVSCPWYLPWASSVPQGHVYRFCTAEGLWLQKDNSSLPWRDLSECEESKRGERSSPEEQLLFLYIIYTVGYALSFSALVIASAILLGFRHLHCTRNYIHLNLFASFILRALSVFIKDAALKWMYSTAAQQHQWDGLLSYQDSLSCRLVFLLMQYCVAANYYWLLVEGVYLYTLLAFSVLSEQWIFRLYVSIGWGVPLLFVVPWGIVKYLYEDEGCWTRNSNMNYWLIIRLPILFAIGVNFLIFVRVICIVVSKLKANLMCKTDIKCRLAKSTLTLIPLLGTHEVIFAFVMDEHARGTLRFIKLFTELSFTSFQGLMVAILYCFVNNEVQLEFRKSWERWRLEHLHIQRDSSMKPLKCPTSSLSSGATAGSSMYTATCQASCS
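Assay principle: reduced luminescence from a cAMP-responsive reporter in HEK293 cells co-expressing a constitutively active GLP-1R. Conditions: 24 hr compound incubation, 37 deg C, 5% CO2.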
TDP-43 yeast inh – inhibitors of TDP-43 toxicity in yeast; TDP-43 expressing yeast growth rescue, BacTiter-Glo, 24 h; Potency, µM (doses to about 46.1 µM), without a hit: at the top dose growth rescue (activation), most hits filed as activators; 410,000 compounds, 1.8% hits; further: potency means the concentration at half of the fitted maximal effect; % of control where 0% means no effect; nearly all actives have a fitted effect of over 50% in size
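Luminescence from BacTiter-Glo reports growth of TDP-43-expressing yeast after 24 hr at 30 deg C with compound. Cells were raffinose-pregrown to mid-log, then seeded in galactose medium at OD600=0.02.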
FUS suppressor – suppressors of FUS proteinopathy in yeast. S. cerevisiae FUS-expressing, growth rescue, OD600, 24 h. Potency, µM (top dose mostly 76.6 µM), for inactives: top-dose growth rescue (activation), most hits filed as activators. 390,000 compounds, 0.24% hits. AID 1347120;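 further: potency means the concentration at half of the fitted maximal effect; plate controls were DMSO vehicle for no effect and reference control for full effect; nearly all actives have a fitted effect of over 55% in size; some results filed as inactive show a strong effect at the top dose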
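Read-out: OD at 600 nm after 24hr at 30C, reporting rescue of FUS-induced yeast toxicity. Cells at OD 0.005 in galactose (2%) minimal medium; compounds tested in a dilution series; CP55940 titration from 92uM final as control.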
aSyn rescue – rescues yeast growth from alpha-synuclein toxicity; AID 652106; Yeast expressing alpha-synuclein, growth rescue, BacTiter-Glo, 24 h; 370,000 compounds, 0.14% hits; Potency, µM (series often up to 46.1 µM), inactives show at the top dose growth rescue (activation), hits mostly activators; further: potency means the concentration at half of the fitted maximal effect; % of control where 0% means no effect; nearly all actives have a fitted effect of over 65% in size
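Readout is rescue of growth in alpha-synuclein-expressing yeast, so inhibitors of toxicity appear as activators. Growth after 24 hr at 30 deg C in galactose medium is quantified by luminescence.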
pAkt inh – Akt phosphorylation inhibition; Neuro2A IGF-stimulated pAkt S473 HTRF, 20 min; stronger effect = lower value; activity change, % for hits at 50 µM; 360,000 compounds, 0.32% hits; in the data active means activity change below about -80%; inconclusive means mostly about -51% to -80%; further: on the % scale 0 is the no-effect control and ±100 the full control effect
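Neuro2A cells (4,500/well, DMEM with 0.5% FBS) were treated with compound at a single 50 µM final concentration, stimulated with 6 nM IGF for 20 min at 37 °C, and lysed. Phospho-Akt Ser473 was read by HTRF as 665/615 ratio ×10^4.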
MmCpn inh – inhibitors of Methanococcus maripaludis chaperonin (MmCpn). purified Mm-Cpn ATPase, ADP Transcreener TR-FRET. Potency, µM (titrated, usually from 76.9 µM), for the others: at the highest dose activity, negative = inhibition, usual class: inhibitors. 330,000 compounds, 0.031% hits. AID 504842; further: potency means the concentration at half of the fitted maximal effect; on the % scale 0 is the no-effect control and ±100 the full control effect; nearly all actives have a fitted effect of over 80% in size
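Purified archaeal chaperonin (25 nM final) was preincubated with compound for 10 min at 37°C, then ATP (10 uM final) was added for 30 min at 37°C in Tris pH 7.4/KCl/MgCl2/DTT buffer. ADP was quantified by HTRF Transcreener TR-FRET.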
Abeta rescue – restores growth of yeast expressing A-beta42 peptide. AID 1347071. yeast expressing A-beta42, growth rescue, OD600, 48 h; response scale: 0% DMSO, 100% iron-clioquinol control. 410,000 compounds, 0.063% hits. Potency, µM (highest dose often 46.1 µM), inactives show top-dose growth rescue, hits mostly activators; further: potency means the concentration at half of the fitted maximal effect; nearly all actives have a fitted effect of over 55% in size
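Yeast growth medium received pinned compounds, then yeast cells expressing toxic A-beta were added; plates incubated at 30 C for 48 hr. Growth read as absorbance at 600 nm, normalized to DMSO and equimolar FeCl3 plus clioquinol controls.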
* = called active by the depositor; i = inactive; ? = inconclusive; . = no result given; [ ] = another dose, or the depositor's remark. Unless noted, the call rests on the fitted dose curve; in most records, active means well fitted curve in the direction sought with a large enough effect; inconclusive means small, poorly fitted or top-dose-only effect, or another doubt; inactive means no such curve, though single readings can be large; an effect the other way counts as inactive or inconclusive.

compound,PTHR1 agonist,HEK293 tox,GLP1R inv ag,TDP-43 yeast inh,FUS suppressor,aSyn rescue,pAkt inh,MmCpn inh,Abeta rescue
O=C(CCc1ccccc1)NNC(=O)c1ccco1,-22%,12%,2%,?,11%,0%,?,0%,13%
Cc1cccnc1NC(=O)Nc1cccc2ccccc12,i,-4%,14%,16%,-6%,10%,i,-3%,7%
CC(=O)Nc1ccc(NC(=O)CN2CCN(c3cccc(C(F)(F)F)c3)CC2)cc1,-1%,-9%,0%,3%,.,0%,i,-1%,0%
COc1cccc(C=NNc2nnc(NN=Cc3cccc(OC)c3OC)c3ccccc23)c1OC,-34%[inhibitor],-6%,2%,24%,.,-4%,i,.,0%
Cc1cccc(N2CCN(C(=O)CCS(=O)(=O)c3ccc4c(c3)NC(=O)C(C)S4)CC2)c1C (stereo unspecified),-93%[inhibitor],0%,?,-7%,-4%,-3%,i,1%,14%
CCOc1ccc(NC(=O)c2ccc(NC(=O)Cc3n[nH]c(=O)c4ccccc34)cc2)cc1,i,-7%,22%,-10%,27%,-3%,i,-1%,10%
Cc1cccc([C@@H]2[C@@H]3C(=O)N(Cc4ccccc4)C(=O)[C@@H]3[C@]3(Cc4ccccc4)C(=O)N(c4ccc(C(F)(F)F)cc4)C(=O)N23)c1,i,-22%,?,2%,16%,0%,i,1%,-8%
CC12CC(NC(=O)N1c1cccc(C(=O)N3CCCCC3)c1)c1ccccc1O2 (stereo unspecified),-16%,-12%,5%,7%,3%,-2%,i,-2%,10%
O=C(COC(=O)c1cnc(Cl)c(Cl)c1)Nc1ccc(S(=O)(=O)N2CCCC2)cc1,-2%,-6%,-10%,-9%,19%,-1%,i,1%,-4%
N#C/C(=C\c1ccc(O)c(O)c1)C(=O)Nc1cccc2ncccc12,-16%,95%[activator],20%,-24%,34%,-7%,i,-7%,-8%
CC(C)(C)c1ccc(C(=O)NCC(=O)OCCN2C(=O)c3ccccc3C2=O)cc1,i,11%,4%,24%,27%,-1%,i,-1%,16%
CC(C)Sc1ccccc1C(=O)Nc1ccc2c(c1)n(C)c(=O)n2C,i,15%,137%[activator],13%,14%,-8%,i,-1%,7%
CCOC(=O)NCc1ccc2c(c1)OCO2,i,-1%,2%,29%,-46%[inhibitor],3%,i,2%,22%[9.22 µM]
COc1cccc(NC(=O)CN(C)C(=O)CSCC(=O)Nc2ccc(C)cc2)c1,i,-3%,-19%,-4%,26%,1%[1.84 µM],i,-1%,-3%
Cn1c(/N=C/c2ccccc2[N+](=O)[O-])nc2ccccc21,i,-18%,13%,0%,13%,-1%,i,0%,-9%
Cc1c(O)cc2n(c1=O)-c1ccccc1C2(C)C,i,-26%,6%,-12%,16%,-19%,i,1%,-10%

Given with two lines to a compound: part of the list above
Fields: PTHR1 agonist, HEK293 tox, GLP1R inv ag, TDP-43 yeast inh, FUS suppressor, aSyn rescue, pAkt inh, MmCpn inh, Abeta rescue
> COc1cccc(NC(=O)CN(C)C(=O)CSCC(=O)Nc2ccc(C)cc2)c1
→ i, -3%, -19%, -4%, 26%, 1%[1.84 µM], i, -1%, -3%
> CCOC(=O)NCc1ccc2c(c1)OCO2
→ i, -1%, 2%, 29%, -46%[inhibitor], 3%, i, 2%, 22%[9.22 µM]
> O=C(COC(=O)c1cnc(Cl)c(Cl)c1)Nc1ccc(S(=O)(=O)N2CCCC2)cc1
→ -2%, -6%, -10%, -9%, 19%, -1%, i, 1%, -4%

Further entries follow:
compound,PTHR1 agonist,HEK293 tox,GLP1R inv ag,TDP-43 yeast inh,FUS suppressor,aSyn rescue,pAkt inh,MmCpn inh,Abeta rescue
c1ccc(-n2nnc3cnccc32)cc1,-16%,2%,7%,-12%,9%,-1%,i,-1%,-2%
N#C/C(=C\c1cc(Cl)cc(Cl)c1O)C(=O)NC1CCCCC1,?,27%,0%,-22%,70%,7%,i,-3%,-3%
Cc1ccc(C(=O)NC2CCCC(C)C2C)cc1S(=O)(=O)N1CCCCC1 (stereo unspecified),-23%,18%,?,-9%,?,-8%,i,-1%,1%
O=C(Nc1ccccc1C(F)(F)F)c1cc2ncc(CCCl)cn2n1,i,5%,29%,-1%,.,2%,i,-7%,3%
COc1ccc(OC)c(NC(=O)C2CCN(S(=O)(=O)c3ccc4c(c3)OCCO4)CC2)c1,-1%,0%,3%,14%,34%,-1%,i,1%,8%
Nc1nnc(-c2cn(-c3ccccc3)nc2-c2ccccc2)o1,i,1%,4%,-19%,30%,3%,.,-1%,0%
COc1cc2c(cc1OC)C(c1ccc3c(c1)OCO3)CC(=O)N2 (stereo unspecified),11%[57.5 µM],8%,0%,-9%,3%,2%,i,0%,6%
N#Cc1c(N)[nH]c2ccc(Sc3ccccc3)cc12,i,?,?,22µM*,.,-29%,i,.,1%
CCC/C=C1/CCCOC(C(=O)NCc2ccccc2)(C(F)(F)F)C1 (stereo unspecified),i,4%,?,8%,-23%,3%,i,.,10%
Cc1cc2c(cc1S(=O)(=O)N(C)C1CCCCC1)OCC(=O)N2,-50%[inhibitor],2%,8%,-1%,7%,2%,i,-2%,5%
CCc1ccc(Nc2nnc(SCC(=O)Nc3cccnc3Cl)s2)cc1,-7%,-10%,-5%,-8%,.,0%,i,-1%,-10%
Cc1nn(CC(=O)NCCc2ccccc2Cl)c(=O)c2nn(-c3ccccc3)c(C)c12,25%,-2%,-20%,-4%,?,.,.,.,-3%
Cc1cc(C)c[n+](C(C)C(=O)c2ccc(-c3ccccc3)cc2)c1 (stereo unspecified),-70%,-28%,-27%,13%,.,1%,i,-1%,8%
NC(=O)C1CCN(C2CC(=O)N(c3ccc(F)c(Cl)c3)C2=O)CC1 (stereo unspecified),-7%[57.5 µM],-4%,1%,?,8%,-63%[inhibitor],i,0%,-89%[inhibitor]
CCCn1c(N)c(N(CCOC)C(=O)c2cc3c(s2)CCC(CC)C3)c(=O)[nH]c1=O (stereo unspecified),i,16%,1%,8%,28%,-1%,i,2%,2%
CC(OC(=O)c1ccc2ccccc2c1)C(=O)N(C)Cc1ccccc1 (stereo unspecified),-62%[inhibitor],-9%,?,26%,0%,-1%,i,1%,-11%
CCC(C)N=CC1=C(O)C(C(=O)OC)C(C)(C)CC1=O (stereo unspecified),i,-6%,1%,8%,-22%,-7%,i,?,25%
Cc1c(NC(=S)N/N=C/c2cc([N+](=O)[O-])ccc2O)c(=O)n(-c2ccccc2)n1C,i,?,-14%,8%,?,-8%,i,0%,-28%
COc1ccc(CNC(=O)COC(=O)Cc2ccc(Br)cc2)cc1,-11%,-5%,5%,-3%,-6%,0%,i,1%,4%
COc1ccc(C2NC(=O)CCC2[N+](=O)[O-])c(OC)c1 (stereo unspecified),-15%,-22%,1%,0%,-13%,1%,i,1%,10%
COc1cccc(C(=O)Nc2nc3nc(-c4ccccc4)cc(=O)n3[nH]2)c1,-7%,21%,4%,17%,-1%,.,.,.,11%
O=C(NCC1CCCO1)c1onc(CSc2ccccc2)c1C(=O)O (stereo unspecified),1%,4%,1%,18%,-23%,-4%,i,-2%,-9%
O=C(Nc1ccccc1)/C(=C\c1ccccc1)NC(=O)c1ccco1,i,17%,1%,11%,-5%,-5%,i,0%,-6%
Cc1ccccc1C(=O)Nc1ccc2c(c1)OCO2,-19%[57.5 µM],-6%,?,-3%,8%,-10%,.,0%,6%
O=C(Nc1ccccn1)c1cc2ccccc2o1,-20%[57.5 µM],-1%,0%,-44%[inhibitor],-6%,-63%[inhibitor],i,2%,-45%[inhibitor]
Cc1[nH]c2ccccc2c1C(=O)CSC(=S)N1CCCCC1,-26%,-20%,?,8%,.,3%,i,0%,5%
O=C(CCC(=O)OC(C(=O)c1ccccc1)c1ccccc1)Nc1ccccc1 (stereo unspecified),-23%,0%,0%,8%,23%,7%,i,2%,7%
COc1ccccc1C(=O)N1CCN(C(=O)COc2cccc(C)c2)CC1,i,17%,6%,-3%,-2%,-3%,i,0%,3%
CCOC(=O)C(Cc1ccccc1)C(=O)Nc1cccc2ccccc12 (stereo unspecified),i,-11%,?,8%,15%,-22%,i,0%,-7%
Cc1ccsc1CN(C(=O)c1oc2ccc(F)cc2c1C)C1CCS(=O)(=O)C1 (stereo unspecified),-29%,-12%,?,?,?,.,.,.,-1%
CCN(CC)c1ccc(/C=N/NC(=O)c2c(Cl)cnn2C)c(O)c1,i,15%,?,27%,19%,?,i,1%,?
COc1cc2c(cc1OC)CN(Cc1cc(OC)c3c(c1)OCO3)CC2,i,3%,16%,-10%,-6%,4%,i,0%,-9%
O=C1CCCC2=C1C(c1ccncc1)c1c(nc(SCc3ccccc3)[nH]c1=O)N2 (stereo unspecified),-25%,-7%,21%,5%,35%,-3%,i,2%,13%
O=C(Nc1ccc(S(=O)(=O)N2CCOCC2)cc1)c1ccc(S(=O)(=O)N2CCOCC2)cc1,-13%,12%,14%,-7%,-2%,-10%,i,-1%,-7%
CCOC(=O)Cc1csc(NC(=O)/C=C/c2ccc(Cl)cc2)n1,i,-5%,-10%,-3%,6%,-8%,i,-4%,-3%
CCOC(=O)CN1C(=O)CC(c2ccc([N+](=O)[O-])cc2)C1=O (stereo unspecified),-17%,3%,21%,26%,13%,2%,i,0%,21%

Only part of the results is shown (hit frequency here may not be typical).
